USP2a inhib: qHTS Assay for Inhibitors of Ubiquitin-specific Protease USP2a; Ubiquitin carboxyl-terminal hydrolase 2 (Homo sapiens), O75604; USP2a enzymatic assay, qHTS inhibition; Potency, µM (series often up to 38.3 µM), for the others: top-dose activity change, negative = inhibition, actives largely listed as inhibitors; 0.1% of 60,000 active; AID 927, 2007;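 also: potency is read from the fitted curve at half-maximal effect; nearly all actives have a fitted effect of over 60% in size; plate controls were DMSO for no effect and NEM full inhibition control for full effect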
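USP2 core (20nM final) preincubated 30 min RT with compound, then Ub-PLA2 20nM and NBD C6-HPC 20uM final added; buffer 20mM Tris-HCl pH 8.0, 2mM CaCl2. Fluorescence Ex 460/Em 535 read at 0 and 2.5 h; normalized to NEM.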
Casp1 inh: qHTS Assay for Allosteric/Competitive Inhibitors of Caspase-1. P29466. Caspase-1 enzyme, Ac-WEHD-AFC fluorogenic rate. Potency, µM (titrated, usually from 57.5 µM), for the others: top-dose activity change, negative = inhibition, actives largely listed as inhibitors. 0.03% of 75,000 active. AID 900, 2007;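 also: potency is read from the fitted curve at half-maximal effect; plate controls were vehicle for no effect and no substrate for full effect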
Target sequence (P29466 120-297 limits assumed): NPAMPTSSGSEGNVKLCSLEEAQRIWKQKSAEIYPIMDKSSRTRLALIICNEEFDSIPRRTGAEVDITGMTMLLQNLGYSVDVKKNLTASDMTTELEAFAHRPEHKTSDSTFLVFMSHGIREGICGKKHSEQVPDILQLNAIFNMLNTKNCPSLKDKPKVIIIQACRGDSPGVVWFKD
Target sequence (P29466 317-404 limits assumed): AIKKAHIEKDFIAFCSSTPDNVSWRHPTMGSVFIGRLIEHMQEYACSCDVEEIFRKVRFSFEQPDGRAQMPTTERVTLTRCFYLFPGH
Fluorescein fluor: qHTS Assay for Spectroscopic Profiling in Fluorescein Spectral Region; 0.91% of 59,000 active; max fluorescein-equivalent concentration, M; Compound autofluorescence, 480/540 nm, fluorescein-equivalent; hits give high values; in the data active = max fluorescein-equivalent concentration above about 10 nM; inconclusive = between about 1.1 nM and that limit
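Each compound is tested across a concentration series in 100 mM Tris buffer at pH 8.0. After 15 min at room temperature, plates are imaged with 480 nm excitation and 540 nm emission filters, and intensities are converted to fluorescein-equivalent values.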
BRCT PPI red: qHTS Assay for Inhibitors of BRCT-Phosphoprotein Interaction (Red Fluorophore). Breast cancer type 1 susceptibility protein (Homo sapiens), P38398. BRCT-phosphopeptide binding, red fluorescence polarization. Potency, µM (highest dose often 76.9 µM), for inactives: at the highest dose activity change, negative = inhibition, most hits filed as inhibitors. 0.03% of 75,000 active. AID 892, 2007; also: % is scaled to controls: 0 for no effect and ±100 for the full control effect
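Fluorescence polarization: 100 nM His-tagged BRCA1 BRCT with 100 nM TAMRA-labelled phospho-BACH1 decapeptide, phosphate buffer pH 7.3 with 150 mM NaCl, DTT, 0.01% Tween 20; 12 min RT. Binding inhibition seen as FP decrease.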
4-MU autofl: qHTS Assay for Spectroscopic Profiling in 4-MU Spectral Region; compound autofluorescence, 340/450 nm, 4-MU equivalents; hits give high values; max dye-equivalent concentration, M; 11% of 59,000 active; AID 589, 2007; in the data active = max dye-equivalent concentration above about 10 nM; inconclusive = mostly about 1.1 nM to 9.6 nM
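Compounds in 100 mM Tris, pH 8.0, incubated 15 min at room temperature, then fluorescence read at 340 nm excitation/450 nm emission. Signal converted to 4-MU dye-equivalent concentration using an on-plate six-point 4-MU standard curve.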
HEK293 cAMP cs: qHTS Assay for Agonists of the Thyroid Stimulating Hormone Receptor: Activators of Intracellular cAMP Concentrations in Parental HEK 293 | 2.5% of 73,000 active | parental HEK293 CNG cAMP sensor, membrane potential fluorescence | Potency, µM (titrated, usually from 57.1 µM), for inactives: at the highest dose activation, usual class: activators; also: potency is read from the fitted curve at half-maximal effect; % of control where 0% means no effect; nearly all actives have a fitted effect of over 55% in size
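Parental HEK 293 cells stably expressing a modified CNG channel (no TSHR) report cAMP rise as membrane depolarization. Membrane potential dye with 100 uM RO 20-1724 was loaded for 60 min at room temperature, then compound added for 30 min; fluorescence read at 590 nm.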
Caspase-7 inhib: qHTS Assay for Allosteric/Competitive Inhibitors of Caspase-7; P55210; recombinant caspase-7, Ac-DEVD-AFC fluorescence rate; Potency, µM (series often up to 57.5 µM), for inactives: top-dose activity change, negative = inhibition, most hits filed as inhibitors; 0.02% of 75,000 active; AID 889, 2007; active = well fitted inhibition curve with a large enough effect in the main read-out, with a control signal flat, not every such curve was filed as active; inconclusive = small, poorly fitted or top-dose-only effect, or a change in a side signal; also: potency is read from the fitted curve at half-maximal effect; % of control where 0% means no effect
Target sequence (P55210 24-198 limits assumed): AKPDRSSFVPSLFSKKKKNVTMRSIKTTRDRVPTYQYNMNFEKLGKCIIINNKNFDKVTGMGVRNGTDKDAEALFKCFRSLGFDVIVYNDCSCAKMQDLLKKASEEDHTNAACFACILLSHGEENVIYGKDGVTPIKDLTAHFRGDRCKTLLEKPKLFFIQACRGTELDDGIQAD
Target sequence (P55210 207-303 limits assumed): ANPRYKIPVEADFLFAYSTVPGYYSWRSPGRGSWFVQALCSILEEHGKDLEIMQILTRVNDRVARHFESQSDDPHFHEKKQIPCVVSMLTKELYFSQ
UbGFP stabilizer: Ubiquitin-GFP Assay | Ubiquitin-GFP reporter cells, proteasome inhibition, GFP fluorescence; response scale: untreated = 0%, 10 µM MG-132 = 100% | Potency, µM (series often up to 45.9 µM), without a hit: at the highest dose activation (GFP accumulation), actives largely listed as activators | 67,000 tested, under 10 active | AID 526, 2006; active = well fitted activation curve with a large enough effect, not every such curve was filed as active; inconclusive = small, poorly fitted or top-dose-only effect, or another doubt; inactive = no such curve, though single readings can be large or run the other way; also: potency is read from the fitted curve at half-maximal effect
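U2OS cells stably expressing ubiquitin(G76V)-GFP, seeded overnight in 0.5% FBS medium, were exposed to compounds (qHTS, 46 uM to 2.9 nM) for 4 hr at 37 °C. GFP-positive cells were counted by laser cytometry (488 ex/515 em), normalized between basal and 10 uM MG-132.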
GFP derepression: qHTS Assay for Epigenetic Modulators. mouse C127i GFP locus derepression, cytometry, 30 h. Potency, µM (highest dose often 46.1 µM), inactives show top-dose GFP derepression (activation). 0.09% of 68,000 active. AID 597, 2007; also: % of control where 0% means no effect
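Locus derepression in mouse mammary C127i cells whose integrated CMV-GFP reporter is normally silent; GFP expression after 30 h compound treatment was quantified by counting fluorescent cells.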
BRCT inh green: qHTS Assay for Inhibitors of BRCT-Phosphoprotein Interaction (Green Fluorophore) | BRCA1 BRCT-phosphopeptide binding, green fluorescence polarization | Potency, µM (doses to about 76.9 µM), for the others: at the top dose activity change, negative = inhibition, most hits filed as inhibitors | 0.05% of 75,000 active;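 also: potency is read from the fitted curve at half-maximal effect; plate controls were peptide without protein for full effect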
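Fluorescence polarization: His-tagged BRCT (~35 kDa BRCA1 C-terminus, 250 nM) bound to 100 nM fluorescein-labeled phosphorylated 10-aa BACH1 peptide, pH 7.3 phosphate buffer with DTT and Tween 20. Compounds incubated 12 min at room temperature; inhibition read as lowered polarization.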
A350 autofl: qHTS Assay for Spectroscopic Profiling in A350 Spectral Region. AID 590, 2007. Compound autofluorescence, 340/450 nm, Alexa 350 dye-equivalents; hits give high values. 11% of 59,000 active. max dye-equivalent concentration, M; in the data active = max dye-equivalent concentration above about 10 nM; inconclusive = mostly about 1.1 nM to 9.6 nM
Numbers without * were called inactive; i = inactive; ? = inconclusive; . = not tested or not shown; [ ] = dose if it differs, or a comment. Unless noted, calls follow the shape of the dose curve; as a rule, active = well fitted curve in the direction sought with a large enough effect; inconclusive = small, poorly fitted or top-dose-only effect, or another doubt; inactive = no such curve, though single readings can be large; an effect the other way counts as inactive or inconclusive.

Every second line gives: USP2a inhib, Casp1 inh, Fluorescein fluor, BRCT PPI red, 4-MU autofl, HEK293 cAMP cs, Caspase-7 inhib, UbGFP stabilizer, GFP derepression, BRCT inh green, A350 autofl
- COCCNC(=O)c1c[nH]c2ccc(OC)cc2c1=O
→ 4.0%, 1.3%, i, -3.0%, i, 7.7%, -0.8%, 0.3%, 5.0%, -2.3%, i
- COc1ccccc1S(=O)(=O)Cc1ccc(C(=O)NCCN(C)C)o1
→ ., -0.9%, ., 0.5%, ., -1.4%, -1.8%, -9.8%, -7.3%, -1.3%, .
- CCCCNC(=O)c1ccc(NS(=O)(=O)c2ccccc2)cc1
→ 2.1%, -2.1%, i, 0.7%, i, ?, -0.2%, -3.0%, 0.0%, -0.1%, i
- CN(C)CCc1c[nH]c2ccc(CC3COC(=O)N3)cc12 (stereo not drawn)
→ -9.4%, -0.6%, ., -1.5%, ., ., 0.3%, ., ., -1.5%[3.08 µM], .
- O=C(O)c1ccccc1NCn1c(=S)sc2ccccc21
→ ., -1.0%[11.5 µM], i, -2.0%[15.4 µM], i, -3.7%[11.4 µM], -2.1%[11.5 µM], 1.5%[9.17 µM], 0.0%[9.22 µM], -1.8%[15.4 µM], i
- COc1ccccc1-n1cnnc1SCC(=O)c1cc(C)n(Cc2cccs2)c1C
→ 17.6%, -5.4%, i, 1.9%, i, 31.6µM*, -4.0%, -3.7%, 6.6%, 0.7%, i
- CCOC(=O)c1ccc(NS(=O)C23CC4CC(CC(C4)C2)C3)cc1 (stereo not drawn)
→ 23.0%, 0.4%, ., -0.5%, ., 10.8%, -5.4%, 15.4%, 0.0%, -1.4%, .
- Cn1cccc1C(=O)N1CCC2(CC1)CCN(c1ccncc1)CC2
→ 6.4%, 0.9%, ?, -0.6%, i, 6.2%, -0.6%, -0.4%, 0.0%[9.22 µM], -1.1%, i
- Cc1nn(Cc2ccc(F)cc2)c(C)c1NC(=O)c1cnn2cccnc12
→ 3.6%, -0.6%, ?, 0.4%, i, ?, 0.3%, -1.2%, 9.0%, -0.3%, ?
- CSc1nsc(SCc2cnc(C)nc2N)n1
→ 1.9%, -0.7%, i, 0.2%, i, 11.6%, -0.2%, 3.8%, -1.1%, 0.5%, i
- COc1ccc(C2CC(=O)C3=C(C2)Nc2ncnn2C3c2ccccc2C)c(OC)c1 (stereo not drawn)
→ 39.4%[activator], -2.8%, ?, -1.0%, 2.3e-08M*, 4.0%, -0.3%, 19.5%, 2.6%, -1.6%, 2.3e-08M*
- COc1ccc2c(c1)C(C)=CC(C)(C)N2C(=O)CSc1nnc(-c2ccc(C)cc2)o1
→ -3.2%[7.66 µM], -2.8%, ., -1.1%, ., ?, -1.4%, -3.4%[9.17 µM], -1.5%, 0.9%, .
- O=C(CSc1ncn(-c2ccccc2)n1)N1CCc2ccccc21
→ 22.8%, -1.6%, i, -1.2%, i, ?, -1.6%, -3.7%, 0.0%, 4.9%, i
- COC(=O)C1CCN(C(=O)c2ccccc2NC(C)=O)CC1
→ -9.2%, -0.9%, ., 0.9%, ., 5.5%, 0.1%, 6.2%, 0.0%, -1.5%, .
- CN1CCN(c2ncnc3c2sc2nc(N4CCCC4)c4c(c23)CC(C)(C)OC4)CC1
→ ., 1.2%, ., 0.5%, ., 12.6%, -2.0%, ., ., -2.3%, .
- COc1ccccc1N=C1SC(C)CN1C(=O)C1CCC1 (stereo not drawn)
→ -4.4%, 0.8%, ?, 1.1%, i, ?, -0.3%, -1.7%, -2.3%, -0.8%, i
- O=C(COC(=O)Cn1cnc2ccccc21)NCCC1=CCCCC1
→ -2.5%, -0.8%, ?, 1.1%, i, -2.0%, -1.7%, -5.3%, 1.0%, -3.1%, i
- COc1ccc(C2c3sc(=O)[nH]c3SC3C(=O)N(c4ccccc4)C(=O)C32)cc1 (stereo not drawn)
→ ., 0.0%, ., -2.5%, ., -11.2%[11.4 µM], -0.5%, 8.6%, ., -1.0%, .
- CCOC(=O)c1ccc(N2C(=O)c3n[nH]c(C)c3C2c2ccc(O)cc2)cc1 (stereo not drawn)
→ 17.2%, -0.4%, ?, 1.1%, i, 2.8%, 2.2%, 1.7%, 0.0%, 0.8%, i
- Cc1noc(C)c1CSc1nnc(-c2ccccc2)n1Cc1ccco1
→ 9.8%, 1.6%, i, -0.4%, i, 15.8µM*, 0.3%, 1.0%, 0.0%, -0.8%, i

(more compounds)
Every second line gives: USP2a inhib, Casp1 inh, Fluorescein fluor, BRCT PPI red, 4-MU autofl, HEK293 cAMP cs, Caspase-7 inhib, UbGFP stabilizer, GFP derepression, BRCT inh green, A350 autofl
- Cc1cc2ccccc2c(=O)n1CC(=O)N1CCN(c2cccc(Cl)c2)CC1
→ -0.4%, 0.5%, i, -0.5%, i, ?, 0.4%, -2.4%, -1.5%, -2.2%, ?
- O=C(NCc1ccco1)c1ccccc1NC(=O)C1CC(=O)N(c2ccc(Cl)cc2)C1 (stereo not drawn)
→ 20.9%, -2.2%, ?, -0.9%, i, 2.4%, 0.3%, -0.2%, 0.0%, -2.6%, i
- CCCNC(=O)NC(=O)COC(=O)c1ccc(OC)c(S(=O)(=O)N2CCCc3ccccc32)c1
→ 35.1%[activator], -4.7%, ?, -4.3%, i, 6.1%, -3.7%, -2.1%, -3.8%, -2.1%, i
- O=C(NCCc1ccccc1)c1nc2c(nnn2Cc2ccccc2Cl)c(=O)[nH]1
→ ., -8.0%, i, -0.3%, i, ?, -1.4%, 3.3%, 1.0%, 1.4%, i
- c1cnc2c(OCc3nc4ccccc4[nH]3)cccc2c1
→ 1.8%, -1.0%, ?, -2.9%, i, 6.7%, -0.8%, -4.4%, 0.0%, 3.1%, i
- O=C(CCNC(=O)c1ccc(Br)o1)NCc1ccccn1
→ 3.4%, -6.1%, i, 0.0%, 1.84e-08M*, -4.5%, -7.5%, ., 2.1%, 0.3%, 2.52e-08M*
- CCCc1n[nH]c2c1/C(=N/O)CC(c1ccccc1)C2 (stereo not drawn)
→ -5.6%, -1.6%, i, 1.9%, i, 4.5%, -0.5%, -1.7%, 1.1%, 1.8%, i
- CC(C)CNC(=O)c1cc(-c2ccc(Cl)c(Cl)c2)on1
→ 2.8%, 0.4%, i, 0.0%, i, 1.4%, -0.3%, 8.7%, -2.1%, -0.4%, i
- CCCc1cc(=O)[nH]c(Nc2ccc(OC)c(Cl)c2)n1
→ 6.4%, -2.1%, i, 0.9%, i, -15.1%, -2.5%, 1.8%, 0.1%, -1.2%, i
- CCNC(=O)NC(=O)CSc1cccc(C(F)(F)F)c1
→ 3.1%, 0.1%, i, -0.4%, i, 1.4%, 1.4%, -3.0%, 0.0%, 2.4%, i
- CC1Cc2ccccc2N1C(=O)Cc1cccs1 (stereo not drawn)
→ -2.9%, 0.4%, ?, 0.5%, i, 7.4%, -2.3%, -1.7%, 3.4%, -1.7%, ?
- O=C(CSc1ccc2nnc(-c3ccccn3)n2n1)NCc1ccc2c(c1)OCO2
→ ., -2.0%, ., -1.2%, ., ?, 0.9%, -15.3%, ., -2.5%, .
- CC(C)Nc1ncnc2c1cnn2-c1ccc(Cl)cc1
→ ., -8.3%, ., -0.3%, ., -9.6%, -1.9%, 3.9%, ., 1.6%, .
- Cc1csc(N2CCc3ccccc32)n1
→ -1.5%, 3.2%, i, 2.0%, i, -0.4%, -2.3%, -2.0%, 5.4%, 1.2%, i
- COc1ccc(C(=O)[C@H]2[C@H]3[C@@H](C(=O)[C@@H]4OC[C@H]3O4)[C@H]3C=Cc4ccccc4N32)c(OC)c1
→ ., ., i, ., i, 8.1%, ., -4.0%, -4.7%[9.22 µM], ., i
- Clc1ccc(-c2nn3c(-c4ccccn4)nnc3s2)c(Cl)c1
→ 8.0%, 1.2%, i, 0.2%, i, 5.5%, 0.7%, -3.4%, 0.0%, -0.5%, ?
- CCc1nc2c3cnn(-c4cc(Cl)ccc4C)c3ncn2n1
→ -1.9%, -2.4%, i, 1.1%, i, 5.0%, -0.9%, -6.0%, 2.7%, -1.6%, ?
- c1csc(-n2nc3ccccc3n2)c1
→ 2.6%, -1.2%, i, -1.0%, i, 2.0%, -1.3%, 1.8%, 0.0%, 0.6%, ?
- CC(C)(C)NC(=O)COC(=O)c1ccc(S(=O)(=O)N2CCCCCC2)cc1
→ -2.1%, -1.1%, i, -0.5%, i, -1.9%, -0.4%, -2.0%, 0.0%, 1.5%, i
- O=C(O)C1CCCN1C(=O)Nc1ccccc1 (stereo not drawn)
→ 2.8%, -0.4%, i, 0.7%, i, 5.3%, 0.3%, -1.3%, 0.0%, 0.1%, i

Assay outcomes: PubChem BioAssay, National Center for Advancing Translational Sciences (NCATS)

An excerpt; the hit share may differ from the screen's.
